PREPL inh: inhibitors of human prolyl oligopeptidase-like enzyme PREPL | Q4J6C6 | recombinant PREPL, fluorescence polarization activity-based probe | inhibition, % at 5.96 µM | 320,000 tested, 0.68% active; in the data active = inhibition above about 43%;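 note: 0% = enzyme with DMSO and 100% = wells lacking enzyme; many of its hits are not listed in these tables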
Target sequence (Q4J6C6 whole entry, looked up): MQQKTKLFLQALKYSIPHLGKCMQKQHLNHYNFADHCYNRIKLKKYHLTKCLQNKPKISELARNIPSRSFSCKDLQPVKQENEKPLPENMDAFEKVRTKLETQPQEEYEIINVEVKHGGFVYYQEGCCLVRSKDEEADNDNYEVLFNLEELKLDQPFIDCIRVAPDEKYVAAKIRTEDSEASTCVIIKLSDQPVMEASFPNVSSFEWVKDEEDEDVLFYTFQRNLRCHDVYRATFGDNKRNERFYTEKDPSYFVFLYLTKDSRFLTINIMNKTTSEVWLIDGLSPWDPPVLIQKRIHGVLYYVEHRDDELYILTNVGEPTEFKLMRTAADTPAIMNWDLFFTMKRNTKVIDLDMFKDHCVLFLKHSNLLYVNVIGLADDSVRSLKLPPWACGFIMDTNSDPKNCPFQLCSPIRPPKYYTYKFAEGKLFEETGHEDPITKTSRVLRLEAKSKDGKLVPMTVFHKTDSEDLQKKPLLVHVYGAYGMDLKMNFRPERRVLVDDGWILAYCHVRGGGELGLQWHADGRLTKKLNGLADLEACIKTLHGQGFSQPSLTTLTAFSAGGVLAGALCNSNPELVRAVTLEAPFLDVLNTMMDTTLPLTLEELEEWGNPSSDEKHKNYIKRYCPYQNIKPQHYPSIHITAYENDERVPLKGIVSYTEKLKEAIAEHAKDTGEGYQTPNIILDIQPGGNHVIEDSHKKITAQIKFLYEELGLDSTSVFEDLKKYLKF
GSTO1 counter: blocks human GSTO1 in RBBP9 counter-screen; P78417; recombinant GSTO1, activity-based probe fluorescence polarization; inhibition, % at 5.96 µM; 300,000 tested, 1.1% active; AID 1974;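 active = inhibition above the campaign mean inhibition plus 3 SD, cut at about 35% in these data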;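 note: 0% = GSTO1-1 with DMSO and 100% = wells lacking GSTO1-1 enzyme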
PAFAH1B3 FP inh: inhibitors of human PAFAH1B3. Q15102. recombinant PAFAH1B3, FP-rhodamine probe, fluorescence polarization. inhibition, % at 3.39 µM. 340,000 tested, 0.28% active. AID 492972;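 active = inhibition above the screen-wide average of all tested compounds plus 3 SD, cut at about 25% in these data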;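 note: 0% = enzyme with DMSO only and 100% = wells lacking PAFAH1B3 protein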
Target sequence (Q15102 whole entry, looked up): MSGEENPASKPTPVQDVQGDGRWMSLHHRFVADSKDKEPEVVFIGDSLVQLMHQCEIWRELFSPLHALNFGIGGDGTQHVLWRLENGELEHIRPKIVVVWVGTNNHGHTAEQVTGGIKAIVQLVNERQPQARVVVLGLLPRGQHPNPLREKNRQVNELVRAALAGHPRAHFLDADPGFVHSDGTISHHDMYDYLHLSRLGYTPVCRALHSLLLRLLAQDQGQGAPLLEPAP
PAFAH2 FP inh: PAFAH2 (human) inhibition | Q99487 | 340,000 tested, 0.99% active | AID 492956 | inhibition, % at 3.39 µM | recombinant PAFAH2, FP-rhodamine activity probe, fluorescence polarization;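 active = inhibition above the mean over all tested compounds plus 3 SD, cut at about 30% in these data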;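 note: inhibitors block probe labeling of enzyme so polarization drops; 0% = enzyme with DMSO and 100% = wells lacking PAFAH2 protein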
LYPLA2 inh: LYPLA2 (human) inhibition in PME1 counter-screen. inhibition, % at 5.9 µM. 320,000 tested, 0.38% active. recombinant LYPLA2, FP-Rh probe fluorescence polarization. O95372. AID 2177;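 active = inhibition above the screen-wide mean plus 3 SD, limit set per campaign, cut at about 26% in these data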;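 note: 0% = LYPLA2 with DMSO and 100% = wells lacking LYPLA2 enzyme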
LYPLA1 counter: LYPLA1 (human) inhibition in PME1 counter-screen. recombinant LYPLA1, FP-Rh probe fluorescence polarization. AID 2174. 320,000 tested, 0.16% active. O75608. inhibition, % at 5.9 µM;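 active = inhibition above the mean of all tested compounds plus 3 SD, set per campaign, cut at about 14% in these data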;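 note: inhibitors block serine hydrolase probe labeling of LYPLA1 so polarization falls; 0% = enzyme with DMSO and 100% = wells lacking LYPLA1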
PAD4 inh: PAD4 (human) enzyme inhibition | Q9UM07 | AID 485272 | inhibition, % at 6.36 µM | 330,000 tested, 0.41% active | recombinant PAD4, RCA probe fluorescence polarization;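 active = percent inhibition above a cutoff equal to the mean of all tested compounds plus 3 SD, cut at about 15% in these data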;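 note: 0% = PAD4 with RCA probe and DMSO and 100% = probe without PAD4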
EBNA-1 inh: blocks EBNA-1 binding to DNA | EBNA-1 DNA binding, fluorescence polarization | inhibition, % at 14.8 µM | 300,000 tested, 0.34% active; in the data active = inhibition above about 28%
ZTA counter: blocks Epstein-Barr virus ZTA, an EBNA-1 counter-screen. P03206. 320,000 tested, 0.15% active. inhibition, % at 11 µM. ZTA-DNA binding, fluorescence polarization; in the data active = inhibition above about 33%
* marks the source's active call; other numbers are inactive results; · = no result given. Only part of the results is shown; rates above refer to the full screens.

SMILES	PREPL inh	GSTO1 counter	PAFAH1B3 FP inh	PAFAH2 FP inh	LYPLA2 inh	LYPLA1 counter	PAD4 inh	EBNA-1 inh	ZTA counter
O=C(Nc1nc2cc3c(cc2s1)OCCO3)c1ccc(N2C(=O)CCC2=O)cc1	2.8	10.4	-30.5	-31.2	3.2	-1.2	0.2	62.1*	-1.6
CN(CC(=O)NCc1ccc(F)cc1)S(=O)(=O)c1cccc2nsnc12	4.1	-7.4	3.6	-2.0	1.6	-3.6	0.1	12.5	23.2
COc1ccc(COC(=O)C2CCN(S(=O)(=O)c3ccc(C)cc3)CC2)cc1	8.5	-5.5	3.9	2.8	4.3	-0.4	2.5	-2.9	-0.1
O=C(NCCC(c1ccccc1)c1ccccc1)c1cccs1	-0.4	-3.5	4.9	-1.8	-6.7	-2.5	1.0	-2.9	-3.4
Cc1noc(C)c1C(=O)N1CCc2ccccc2C1	0.8	8.8	5.8	9.6	0.9	-0.5	-6.4	5.6	2.9
Cc1ccc(NS(=O)(=O)c2cc(NC(=O)c3cc(=O)[nH]c(=O)[nH]3)ccc2Cl)c(C)c1	-13.4	1.9	8.3	-21.5	-5.3	-6.0	-1.5	1.6	-13.8
O=C(CN1C(=O)C2CC=CCC2C1=O)Nc1ccc(S(=O)(=O)NC2=NCCCCC2)cc1 (configuration not stated)	-2.6	-4.9	8.3	3.6	4.5	0.4	-0.1	1.0	-12.7
CN1CCN(C(=O)C2=C[C@H](c3ccc4c(c3)OCO4)C[C@H](OCCCCO)O2)CC1	10.9	0.5	-5.6	2.3	1.6	2.2	1.1	3.8	8.8
CCCCOc1ccc(C2C3CN(C(=O)OCC)CC=C3C(C#N)=C(N)C2(C#N)C#N)cc1OC (configuration not stated)	10.7	8.8	4.1	3.1	-9.0	-8.1	3.6	-3.9	-1.9
COc1ccc(NC2CCCN(C(=O)c3ccccc3C(F)(F)F)C2)cc1 (configuration not stated)	-1.1	-0.3	5.6	2.6	1.2	0.4	3.0	1.6	-24.6
CCOC(=O)N1CCN(C(=O)c2ccc(Cn3c(=S)[nH]c4cc(C(=O)OC)ccc4c3=O)cc2)CC1	2.3	4.0	3.1	-2.5	28.8*	3.4	-1.6	-8.7	3.3
O=C(O)c1ccccc1C(=O)Nc1cccc([N+](=O)[O-])c1	-3.7	7.8	4.8	-0.8	3.5	-2.1	1.9	17.2	19.2
c1nnnn1C12CC3CC(CC(C3)C1)C2	-3.1	0.5	6.6	-4.1	-1.2	-2.6	-5.1	-4.7	-1.7
Cc1cc(C)n(CCNS(=O)(=O)c2ccc(Cl)cc2)n1	7.4	-1.8	4.0	0.3	2.0	1.4	-3.5	-7.2	-3.8
COc1ccc(CNC(=O)CN(C(=O)CCC(=O)Nc2ccccn2)c2ccccc2OC)cc1	-5.7	-0.7	-1.1	5.0	0.9	-0.2	-4.1	0.5	-4.4
CC(=O)c1ccc(N2CCN(c3ccc(S(=O)(=O)NCCN(C)C)cc3[N+](=O)[O-])CC2)cc1	25.9	5.0	5.6	-4.4	28.1*	4.3	-0.4	6.0	-3.3
CC(C)CC[n+]1ccn(-c2nc3ccccc3nc2[N-]S(=O)(=O)c2ccccc2)c1	-6.9	5.3	8.4	4.4	1.6	2.5	-3.4	-7.8	-3.5
Cc1[nH]n(C(N)=S)c(=O)c1N=Nc1ccc(Cl)cc1Cl	4.9	-6.3	5.0	27.0	-3.2	1.2	-0.8	27.7*	12.0
CCOc1ccc(/C=N/NC(=O)c2ccc(CSc3nc4ccccc4[nH]3)cc2)cc1	11.4	-7.4	-3.5	-9.8	-75.8	-44.0	-1.2	32.8*	7.5
O=C(N/N=C/c1cccc(O)c1)c1ccc(COc2ccc3c(c2)CCC3)o1	-2.6	-35.3	-0.1	-28.5	-68.6	-37.5	-4.5	-0.8	-16.8
O=C(CSc1ncn[nH]1)c1ccc2c(c1)OCCO2	17.7	2.3	4.5	-0.1	-2.6	-1.0	-5.3	-2.9	1.9
CCc1ccc(C(=O)Nc2cc3c(cc2Cl)OCCCO3)cc1	-4.2	-6.6	-2.2	-3.7	-3.0	-2.4	-4.7	-0.7	4.2
O=C(Cn1nnc2ccccc2c1=O)NCc1ccc(Cl)cc1	-7.8	1.2	8.0	4.4	-2.2	-1.7	-8.7	-1.0	-3.8
COc1ccccc1NC(=O)CSCC(N)=O	13.1	0.3	2.2	-6.6	-1.0	3.1	-1.1	-0.9	0.1

A stretch of the results above, as a working copy:
SMILES	PREPL inh	GSTO1 counter	PAFAH1B3 FP inh	PAFAH2 FP inh	LYPLA2 inh	LYPLA1 counter	PAD4 inh	EBNA-1 inh	ZTA counter
c1nnnn1C12CC3CC(CC(C3)C1)C2	-3.1	0.5	6.6	-4.1	-1.2	-2.6	-5.1	-4.7	-1.7
Cc1cc(C)n(CCNS(=O)(=O)c2ccc(Cl)cc2)n1	7.4	-1.8	4.0	0.3	2.0	1.4	-3.5	-7.2	-3.8

(cont.)
SMILES	PREPL inh	GSTO1 counter	PAFAH1B3 FP inh	PAFAH2 FP inh	LYPLA2 inh	LYPLA1 counter	PAD4 inh	EBNA-1 inh	ZTA counter
COc1cc2oc(=O)ccc2cc1[C@H](O)[C@@H](O)C(C)(C)O	-3.9	·	-4.1	-4.4	4.8	0.7	45.1*	·	-9.3
Cc1cccc(OCCc2c(C)[nH]c(=S)[nH]c2=O)c1	5.0	1.1	7.8	0.6	7.0	0.9	-1.8	1.7	-11.9
CCN(CC)C(=O)CSc1nnc(CNc2ccc(F)cc2)n1Cc1ccco1	-3.1	1.8	7.5	1.3	1.0	2.5	-2.2	-15.7	-7.2
COc1ccc(OCCCC(=O)ON=C(N)c2ccccc2Cl)cc1	5.3	·	9.3	-1.3	5.8	-0.6	-3.4	·	-10.6
Cc1cc(C(=O)COc2ccc(Br)cc2F)c(C)n1C1CC1	13.3	·	-5.3	2.7	-8.7	0.3	-1.2	·	-4.7
Cc1onc(-c2c(Cl)cccc2Cl)c1C(=O)c1c[nH]c(C(=O)NCCCN2CCOCC2)c1	-20.9	14.7	8.0	14.2	-4.7	1.5	2.5	-11.8	-3.6
O=C(O)c1ccc(Cl)c(S(=O)(=O)NCC2CCCO2)c1 (configuration not stated)	-0.2	-1.1	-0.1	-10.4	3.4	-1.5	1.8	-0.9	-15.3
COc1ccc(-c2nnc(NC(=O)CSc3ccccc3)s2)cc1OC	-7.2	3.0	4.2	-2.3	-1.7	-3.1	-0.2	-2.1	-2.8
OC(COc1ccccc1)CN1CCN(c2ncccn2)CC1 (configuration not stated)	6.9	0.9	17.2	3.3	1.9	5.8	-5.0	-10.0	-8.2
CC(C)(C)C(=O)Oc1ccc2cc(-c3ccc4ccccc4n3)c(=O)oc2c1	-1.1	-2.3	5.6	5.3	2.3	0.9	1.1	0.2	-3.7
COCCCC1CCN(C(=O)c2cc(COc3cc(C)ccc3C)on2)CC1	2.9	7.3	5.6	1.6	-0.7	-1.4	-6.4	-24.3	-15.4
Cc1ccc(C)c(NC(=O)CSc2nc(C)cc(C)c2C#N)c1	7.0	6.3	-5.8	-1.9	-10.1	-4.9	4.7	-16.8	-4.0
CCN(C[C@H]1N[C@@](Cc2ccccc2)(C(=O)OC)[C@H]2C(=O)N(C)C(=O)[C@@H]12)C(=O)Nc1ccc(F)cc1	9.9	·	5.3	2.1	·	·	-9.7	·	·
COc1ccc(N(C)S(=O)(=O)c2ccc3c(c2)oc(=O)n3C)cc1	0.1	-1.9	-2.3	-3.5	-1.1	0.0	1.7	2.6	-13.2
CCn1c(C)c(C)c2cc(C(=O)NCCCN3CCOCC3)ccc21	-22.1	-15.9	0.5	-3.5	-61.8	-28.4	-28.2	-0.1	-10.9
CCOC(=O)c1sc2nc(C)n(N)c(=O)c2c1C	-5.5	1.3	6.7	22.7	1.4	-0.8	1.7	4.4	4.0
O=C(CN1CCCCC1)Nc1cccc(Cl)c1Cl	-15.0	0.6	2.2	-5.8	1.0	-1.3	-5.8	0.9	2.1
Cc1ccc(C)c(OCC(=O)Nc2c(C)n(C)n(-c3ccccc3)c2=O)c1	14.3	·	12.5	-4.3	-1.4	3.4	-1.9	·	-9.7
O=C(COc1ccccc1O)NCCN1CCOCC1	3.5	-2.1	8.2	11.2	2.1	-0.5	-1.1	-11.5	0.3
COc1ccc(/C=N/NC(=O)c2c(-c3ccccc3)noc2C)cc1	14.1	0.9	-2.7	3.9	0.2	0.9	1.7	6.8	-9.5
CCOC(=O)N1CCN(C(=O)c2oc3ccc(S(=O)(=O)N4CC(C)CC(C)C4)cc3c2C)CC1 (configuration not stated)	-4.1	-3.3	8.1	4.6	7.3	3.3	-3.0	3.3	-3.7
O=C(CSc1nnc2ccccn12)NCc1cccs1	-3.5	2.0	-1.4	-5.9	-0.6	-2.8	-2.4	6.8	6.3
COc1ccc(CC(NC(C)=O)C(=O)NC2CCN(C(=O)NCc3ccccc3)CC2)cc1 (configuration not stated)	4.3	13.2	2.4	2.3	4.1	1.0	6.3	5.0	-5.1
Cc1ccc(C(CNS(=O)(=O)c2ccc(Br)cc2)N2CCN(C)CC2)cc1 (configuration not stated)	-40.3	7.9	2.3	7.8	-3.3	1.6	-5.2	5.1	-2.9
Cc1ncc(C[n+]2csc(CCOC(=O)CC34CC5CC(CC(C5)C3)C4)c2C)c(N)n1	4.3	1.5	6.9	3.2	5.0	-0.9	-5.9	7.7	-10.3
Cn1nnc(C(O)CNCc2ccc(Cl)cc2)n1 (configuration not stated)	1.9	2.8	-0.6	0.9	6.9	3.2	-8.9	-18.6	-2.2
Cc1nn(Cc2ccccc2Cl)c(C)c1C(=O)NCCN1C(=O)S/C(=C\c2ccccc2)C1=O	0.0	7.9	-0.1	7.4	-5.9	-0.1	1.0	11.8	6.4
Cc1cc(C)c(C)c(S(=O)(=O)N2CCC(C(=O)NCCCN3CCOCC3)CC2)c1C	2.3	·	14.1	-1.6	-2.6	-1.9	1.0	·	-5.1
O=C(NCCOc1ccccc1)c1cccc(S(=O)(=O)NCc2ccccc2)c1	6.1	5.7	9.0	-3.8	1.4	-3.4	0.3	-6.5	-22.2
CSc1ccccc1OCc1cc(C(=O)N2CCc3[nH]cnc3C2c2ccccn2)no1 (configuration not stated)	21.8	1.9	7.3	-3.0	-0.8	-2.1	-1.2	-4.7	-27.2
COc1ccc(NC(=O)CSC2=NCCN2)cc1	4.6	-0.6	3.8	-3.9	-4.6	-1.2	2.7	10.1	23.1
COc1ccc(C(=O)c2cnc3ccccc3c2-c2ccccc2)cc1	-8.4	0.1	-2.6	3.9	7.4	-0.8	-1.5	-16.2	-19.8
CCCC(c1nnnn1Cc1ccc(F)cc1)N1CCN(C)CC1 (configuration not stated)	-18.1	-3.2	8.1	-0.1	-4.7	2.0	-7.3	1.9	-1.2
O=C(COc1cccc(C(F)(F)F)c1)NNC(=O)Cc1ccc(S(=O)(=O)N2CCOCC2)s1	5.4	·	-2.5	4.4	-8.3	-7.6	-14.7	·	8.9
Cc1nc2cc(Cl)ccc2n1-c1ccccc1	-33.4	2.4	0.8	5.5	4.1	-0.9	1.7	-15.3	-0.2
C[C@H](CO)N1C[C@H](C)[C@@H](CN(C)S(=O)(=O)c2cccs2)Oc2c(NS(=O)(=O)c3cn(C)cn3)cccc2C1=O	4.8	·	12.0	10.9	·	·	2.2	·	·
CN1C(=O)CSc2ccc(NC(=O)NCc3ccco3)cc21	15.7	-1.2	-6.8	-4.8	-3.9	1.1	1.1	-2.9	-7.2
Cc1cccc(C(=O)NCC(=O)OCC(=O)N2CCc3ccccc32)c1	-4.8	0.9	7.3	8.1	3.6	-1.9	-11.4	-8.8	-2.1
COc1ccccc1/C=c1\sc2nc(-c3ccccc3OC)nn2c1=O	7.4	1.5	-6.6	-17.6	-0.2	-1.5	-7.1	2.6	18.1

Source: PubChem
